NCI-60 one-dose screen, 48 h, at 10 µM unless noted. Numbers give growth in % (100 = growth as untreated, 0 = no growth, -100 = all killed).
RXF 393 = RXF 393 renal cancer cells; 77,000 compounds, 6.9% hits; AID 1794773
ACHN = ACHN renal cancer. 81,000 compounds, 4.9% hits
TK-10 = TK-10 renal cancer cells; 81,000 compounds, 3.9% hits; AID 1794769
NCI-H522 = NCI-H522 lung cancer. 78,000 compounds, 8% hits. AID 1794739
NCI-H460 = NCI-H460 lung cancer; 82,000 compounds, 6.8% hits; AID 1794736
UO-31 = UO-31 renal cancer. 81,000 compounds, 5.2% hits. AID 1794768
786-0 = 786-0 renal cancer cells; AID 1794775; 81,000 compounds, 5.1% hits
NCI-H322M = NCI-H322M lung cancer; 80,000 compounds, 2.7% hits; AID 1794733
CAKI-1 = CAKI-1 renal cancer. 75,000 compounds, 4.7% hits. AID 1794772
* hit, by the source's call; x = not tested or not shown; [ ] = another dose, or the depositor's remark. How the source made its calls: active means growth percent below 10; inactive means the rest.

SMILES	RXF 393	ACHN	TK-10	NCI-H522	NCI-H460	UO-31	786-0	NCI-H322M	CAKI-1
COc1cc(C2c3cnn(C(C)(C)C)c3N=C3NC(=O)N(c4ccc(Cl)cc4)C32)cc(OC)c1OC (stereo not drawn)	104	98	98	87	118	82	98	89	81
CCOC(=O)c1ccc(NC(=O)N2CC(C)OC(C)C2)cc1 (stereo not drawn)	99	97	125	95	104	4.8*	99	111	x
Oc1cc(O)c(N=Nc2ncn[nH]2)c(O)c1	110	110	92	96	109	98	105	102	x
COc1cc2c(c(OC)c1OC)C(=O)CO2	131	101	106	119	108	82	104	112	101
Nc1nnc(-c2cncc(Br)c2)c(-c2c[nH]c3ccc(Br)cc23)n1	56	56	98	18	40	35	55	78	46
COc1ccc(Cn2c(Br)c3c(c2Br)-c2nc(N)sc2CC3)cc1	16	55	71	2.2*	16	52	57	67	39
O=C(N=Nc1c(O)[nH]c2ccccc12)Nc1ccccc1	88	99	92	95	100	90	95	x	103
Clc1ccc(NCc2nnc(-c3ccc(Cl)cc3)o2)cc1	102	83	111	76	97	61	102	83	89
CC(=O)OCCN1CCN(CCCN2c3ccccc3Sc3ccc(C(F)(F)F)cc32)CC1	57	82	59	92	80	75	70	96	90
C=CCNC(=S)NNC(=O)c1cc2ccc1CCc1ccc(cc1)CC2	127	106	104	97	102	91	x	104	100
CC(C)C(c1ccccc1)C(O)CC[N+]1(C)CCCCC1 (stereo not drawn)	103	103	97	93	104	96	105	106	102
COc1ccc(Nc2ncccc2/C=C\c2cc(OC)c(OC)c(OC)c2)cc1	110	87	124	84	40	62	69	76	65
O=C(Nc1ccccc1)c1sc(-c2ccccc2)cc1O	105	93	118	85	92	86	101	97	91
C=C(C)[C@@H]1CC[C@]2(C(=O)OC)CC[C@]3(C)[C@H](CC[C@@H]4[C@@]5(C)C/C(=C/c6ccccc6)C(=O)C(C)(C)[C@@H]5CC[C@]43C)[C@@H]12	113	96	87	99	104	67	99	99	81
CNCCC(=O)c1ccccc1	101	113	99	100	104	91	104	104	99
COc1ccc(-c2nnc3n(C)c(=O)c4ccccc4n23)cc1N	-10*	51	45	19	14	44	23	40	29
COc1cc(Cn2cc(C#N)c(N)c2C(=O)c2ccc(Cl)cc2Cl)cc(OC)c1OC	99	108	113	93	107	81	87	99	79
COc1cccc(N(CCCCN)c2cccnc2)c1	108	102	100	105	115	x	101	102	112
O=C(NCCc1ccccc1)/C(=C\c1ccc(Cl)cc1Cl)NC(=O)c1ccccc1	93	99	97	90	97	89	107	101	93
CCc1n(Cc2ccc3ccccc3c2)cc[n+]1Cc1ccc2ccccc2c1	1.1*	72	-10*	-25*	5.5*	81	36	44	84
S=C1CCCC(=S)N1	104	105	114	97	106	88	107	107	93
O=C(Nc1ccc(O)cc1)c1ccc(-n2c(=O)[nH]c3ccccc3c2=O)cc1	114	109	108	94	109	101	101	116	100
COC(=O)c1cccc(Br)c1	146	108	106	102	109	101	110	97	102
CCN1CCN(c2cc(C)nc(N(CCNc3ccnc4cc(Cl)ccc34)Cc3ccc4c(c3)OCO4)n2)CC1	-83*	0.7*	-48*	-82*	8.4*	-31*	-77*	28	54
O=[N+]([O-])c1cc(F)cc(F)c1Nc1cc(F)cc(F)c1	113	101	96	86	116	72	86	97	93

Some of the entries so far, bar-delimited.
mol | RXF 393 | ACHN | TK-10 | NCI-H522 | NCI-H460 | UO-31 | 786-0 | NCI-H322M | CAKI-1
COc1ccc(-c2nnc3n(C)c(=O)c4ccccc4n23)cc1N | -10* | 51 | 45 | 19 | 14 | 44 | 23 | 40 | 29
O=C(N=Nc1c(O)[nH]c2ccccc12)Nc1ccccc1 | 88 | 99 | 92 | 95 | 100 | 90 | 95 | x | 103
CNCCC(=O)c1ccccc1 | 101 | 113 | 99 | 100 | 104 | 91 | 104 | 104 | 99
COC(=O)c1cccc(Br)c1 | 146 | 108 | 106 | 102 | 109 | 101 | 110 | 97 | 102
Clc1ccc(NCc2nnc(-c3ccc(Cl)cc3)o2)cc1 | 102 | 83 | 111 | 76 | 97 | 61 | 102 | 83 | 89

Later entries:
SMILES	RXF 393	ACHN	TK-10	NCI-H522	NCI-H460	UO-31	786-0	NCI-H322M	CAKI-1
CCOC(=O)Cc1csc(Nc2ccc(C(=O)O)cc2)n1	122	95	104	98	108	94	101	101	99
CCO/N=C(/N)c1ncn(Cc2ccccc2)c1NCC(OCC)OCC	105	103	104	94	107	95	98	111	96
O=C1OCC2=C1C(c1cccc(Cl)c1)c1cc3c(cc1N2CCO)OCCO3 (stereo not drawn)	34	30	68	-22*	0.9*	22	24	35	20
O=C(Cn1cc(C2CC2)nn1)Nc1nc2ccccc2s1	120	107	109	92	109	78	106	x	93
Nc1c(C(=O)Nc2cccc3cnccc23)sc2nc3c(cc12)C(=O)CCC3	92	101	104	40	78	82	91	102	78
COC(=O)c1c(NC(=O)c2cc(C)oc2C)sc(C)c1C	99	96	175	85	100	77	100	102	89
O=C1CCC(C(=O)NCCNCCNC(=O)C2CCC(=O)N2)N1 (stereo not drawn)	101	112	100	72	102	97	101	104	99
Cc1ccc(S(=O)(=O)OC2C(C)(C)C(OS(=O)(=O)c3ccc(C)cc3)C2(C)C)cc1 (stereo not drawn)	108	102	109	109	111	86	94	114	95
CS(=O)(=O)Nc1ccc(C(=O)N/N=C/c2ccccc2O)cc1	79	54	79	90	79	39	75	46	65
CN(C)CC(C(=O)c1ccccc1)c1ccccc1 (stereo not drawn)	55	-42*	-20*	-77*	79	41	74	106	-2.9*
COc1ccc(-c2ccc(-c3ccc(C(=N)N)s3)s2)cc1	-57*	-93*	-91*	x	-64*	-71*	-64*	-93*	-83*
O=C(CC1(O)C(=O)Nc2ccc(F)cc21)c1ccc(NS(=O)(=O)c2ccccc2)cc1 (stereo not drawn)	110	99	117	95	104	89	104	97	94
COC(=O)c1ccc(OC)cc1	124	114	116	96	108	90	104	104	102
Cn1cccc1C(=O)c1n[nH]n2c1nc(=O)c1sccc12	102	105	142	100	97	75	98	98	x
CCN(CCOC(=O)Nc1ccc(Cl)cc1)C(=O)Nc1ccc(Cl)cc1	92	90	76	x	89	72	81	78	78
CCCC(=O)Nc1sc2c(c1C(N)=O)CCCC2	111	113	87	88	104	96	85	x	94
CC[N+](CC)(CC)CC	101	105	100	x	108	92	99	106	104
OC(COc1ccc(Cl)cc1)CN1CCN(c2ccccc2Cl)CC1 (stereo not drawn)	105	97	116	96	105	72	106	110	x
CC(C)(C)c1ccc(N2C(=O)[C@@]3(Oc4ccccc4[C@H]4CC(c5ccc(Br)cc5)=NN43)c3ccccc32)cc1	72	34	118	30	40	25	59	61	30
N#C/C(=C/c1ccc(Cl)cc1)c1nc(-c2cc3cc(Br)ccc3o2)cs1	104	103	136	87	103	90	98	93	69
O=C(Nc1ccc(NCCN2CCOCC2)nc1)c1ccncc1	100	109	107	94	114	96	104	109	97
CSc1nc2c(c(=O)n1C)CN(c1ccccc1)C(=O)CN2	110	95	x	86	100	69	98	x	83
CSc1nc2ccccc2cc1/C=N/O	81	80	134	76	81	60	101	85	76
c1ccc(C2NCCO2)cc1 (stereo not drawn)	119	107	99	93	103	83	104	102	96
CC[C@]1(O)C[C@@H]2CN(Cc3c([nH]c4ccccc34)[C@@](C(=O)OC)(c3cc4c(cc3OC)N(C)[C@H]3[C@@](O)(C(=O)OC)[C@H](OC(C)=O)[C@]5(CC)[C@@H]6C[C@@H]6CN6CC[C@]43[C@@H]65)C2)C1	15	48	56	-20*	6.7*	68	21	45	51

A portion from the list above, for reference:
SMILES	RXF 393	ACHN	TK-10	NCI-H522	NCI-H460	UO-31	786-0	NCI-H322M	CAKI-1
COc1cc(C2c3cnn(C(C)(C)C)c3N=C3NC(=O)N(c4ccc(Cl)cc4)C32)cc(OC)c1OC (stereo not drawn)	104	98	98	87	118	82	98	89	81
CCOC(=O)c1ccc(NC(=O)N2CC(C)OC(C)C2)cc1 (stereo not drawn)	99	97	125	95	104	4.8*	99	111	x
Oc1cc(O)c(N=Nc2ncn[nH]2)c(O)c1	110	110	92	96	109	98	105	102	x

Later entries
SMILES	RXF 393	ACHN	TK-10	NCI-H522	NCI-H460	UO-31	786-0	NCI-H322M	CAKI-1
Cc1ccc(-c2cc(-c3ccccc3)n3nc(-c4ccc(Cl)cc4)cc3n2)cc1	113	106	98	110	111	99	102	95	91
CC(C)C[C@H]1[C@@H]2O[C@@H]2[C@H](CC(C)C)N(Cc2ccccc2)S(=O)(=O)N1Cc1ccccc1	103[5 µM]	90[5 µM]	90[5 µM]	58[5 µM]	85[5 µM]	76[5 µM]	72[5 µM]	92[5 µM]	88[5 µM]
O=C(CCCC(=O)N/N=C/c1cccc(O)c1)N/N=C\c1cccc(O)c1	118	99	98	89	113	80	106	120	112
O=C(c1ccc(O)cc1)C1[C@H](c2ccccc2Br)[C@@H](c2ccccc2)NC12C(=O)Nc1ccccc12 (stereo partly drawn)	21	26	50	-21*	33	29	29	62	24
CC1(C)CC[C@]2(C(=O)N[C@@H](Cc3ccccc3)C(=O)O)CC[C@]3(C)C(=CC[C@@H]4[C@@]5(C)Cc6c([nH]c7ccccc67)C(C)(C)[C@@H]5CC[C@]43C)[C@@H]2C1	79	71	93	75	62	63	89	97	89
CCCNC(=O)c1cn2ncnc(Nc3cc(C(=O)NC4CC4)ccc3C)c2c1C	40	59	104	79	67	45	99	47	68
CCN1C(=O)N(c2ccccc2)C2NC(=S)N(/N=C/C=C/c3ccccc3)C21 (stereo not drawn)	9.0*	22	50	15	8.1*	35	37	50	30
COc1cc(Cn2c(SCCC(=O)Cc3ccc(S(N)(=O)=O)cc3)nc3ccccc3c2=O)cc(OC)c1OC	73	88	92	72	92	55	92	92	85
C=C(C)C1CC=C(C)CC1 (stereo not drawn)	113	105	109	100	104	96	101	112	95
Nc1ccc(S(=O)(=O)Nc2ncccn2)cc1	x	x	x	106	x	x	x	x	x
CN(N=C1CCC(C2CCCCC2)CC1)c1ccccc1 (stereo not drawn)	122	100	103	89	111	81	99	92	88
COc1ccc2nc(Cl)c(-c3nnc(-c4ccccc4Cl)o3)nc2c1	100	96	119	100	105	79	103	105	97
CC(C)C[C@H](NC(=O)[C@H](Cc1cccc2ccccc12)NS(=O)(=O)c1cccc2cccnc12)B(O)O	16	-3.8*	-60*	-56*	-53*	-80*	-19*	-10.0*	-21*
CCOc1ccc(-c2cc(-c3cc(C(C)C)c(O)cc3C)nn2-c2ccc(S(N)(=O)=O)cc2)cc1	39	54	84	1.3*	24	49	37	67	59
COc1c2c(c(OC)c3occc13)OC(C)=C1SC(N)=C(C#N)C12 (stereo not drawn)	119	100	108	100	107	93	101	109	107
OCC1OC(OC2OC(CO)C(O)C(O)C2O)C(O)C(O)C1O (stereo not drawn)	115	99	103	102	111	97	100	110	106
CC(C)=NNS(=O)(=O)c1ccc(C)cc1	101	105	109	88	107	92	97	98	90
CCOC(=O)c1cnn2c(-c3ccc(Cl)cc3)nc(SCC)nc12	90	93	62	73	108	49	86	78	x
CCCOC(=O)COc1ccccc1	105	97	100	x	110	x	x	128	96
COC(=O)CC(O)c1ccccc1 (stereo not drawn)	100	99	134	86	99	97	101	121	95
CC1=C(C(=O)/C=C/c2ccc(Cl)cc2)C(c2ccccc2)NC(=S)N1 (stereo not drawn)	108	95	136	93	101	82	102	98	86
Nc1ccc(NC(=O)c2ccc(C(=O)Nc3ccc(N)cc3)cc2)cc1	163	98	204	74	103	66	115	129	x
CCCC(=O)c1cccs1	102	103	101	107	105	98	92	112	100
COc1ccc(-c2nn(-c3cccc(Cl)c3)cc2-c2cc(-c3ccccc3)nc(N)c2C#N)cc1	91	84	128	68	83	74	78	x	70
CC(=O)NCCOc1ccc([N+](=O)[O-])cc1Cl	x	98	106	93	107	92	x	99	92
SMILES	RXF 393	ACHN	TK-10	NCI-H522	NCI-H460	UO-31	786-0	NCI-H322M	CAKI-1
O=C(Nc1cccc([N+](=O)[O-])c1)OCc1ccc2c(c1)OCO2	110	97	103	39[100 µM]	104	94	104	97	90
CCC(C)(C)c1ccc(OCCOC(C)=O)cc1	100	116	95	109	107	90	93	111	97
C=CCSC1=N/C(=C\c2cn(-c3cccc(Cl)c3)nc2-c2ccc(OC)cc2)C(=O)N1c1ccc(OC)cc1	89	101	98	71	88	87	97	89	80
CCCNC1=CC(=O)c2ccccc2C1=O	117	99	100	87	109	90	92	101	105
Cc1cc(C)c(S(=O)O)c(C)c1	101	103	104	101	109	110	112	124	99
COc1ccc(/C(C)=N/N=C2C(=O)N(C)c3ccc(Br)cc32)cc1S(N)(=O)=O	57	69	105	45	75	65	71	81	41
COc1cc(CNC(=O)CCCC/C=C/C(C)C)ccc1OCc1cn(-c2ccc(C(F)(F)F)cc2)nn1	66	90	93	76	17	70	2.9*	96	80
O=c1nc(N2CCOCC2)oc2c(-c3cccs3)cccc12	90	97	x	86	106	80	92	91	x
COc1ccccc1NC(=O)Nc1ccc(-c2nc3ccccc3o2)cc1	108	95	118	112	101	95	89	89	103
Cc1nc(-c2ccc(Cl)cc2)ccc1-c1nnc(SCC(C)C)o1	109	101	131	99	102	90	100	106	102
CC1=NCCc2ccccc21	102	93	110	108	106	68	102	97	88
COc1ccc(/C=C2\C(=O)Nc3ccc(F)cc32)cc1OCc1ccccn1	73	70	128	93	99	x	69	89	77
O=C(O)c1c(O)ccc(N=Nc2ccc(N=Nc3ccc4c(S(=O)(=O)O)cccc4c3O)c3ccccc23)c1O	115	97	119	109	99	82	113	104	102
COc1ccc(C2N(c3ccc(O)cc3)N=C(C(C)=O)N2[C@@H]2[C@@H](OC(C)=O)O[C@@H](COC(C)=O)[C@H](OC(C)=O)[C@H]2OC(C)=O)cc1 (stereo partly drawn)	x	102	112	87	105	90	104	97	97
c1ccc2c(c1)ccc1c2nnc2nnnn21	x	90	103	93	111	68	99	118	85
